# Bioassay records: PubChem BioAssay, Sanford-Burnham Center for Chemical Genomics
# beta cell repl – induces beta-cell replication in MIN6 cells. MIN6 cells proliferation, ATPlite luminescence, 48 h; cells starved in 0.2% serum; 100% = growth in 10% serum. proliferation, % at 10 µM. 0.29% of 330,000 active;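 active means compounds whose signal lies at least 3.5 SD above the mean of all wells on their plate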;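 further: 0% = DMSO-treated cells in low-serum medium and 100% = 10% serum control; some compounds called inactive have numbers as strong as hits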
# A3G deaminase – inhibitors of human APOBEC3G DNA deaminase; 0.28% of 330,000 active; recombinant A3G, ssDNA deamination FAM/TAMRA fluorescence; AID 493012; inhibition, % at 20 µM; Q9HC16;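 active means inhibition of at least 40% at 20 µM, with no more than 30% in the related APOBEC3A deaminase screen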;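 further: plate controls were DMSO wells with A3G for no effect and wells lacking A3G enzyme for full effect; some compounds called inactive have numbers as strong as hits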
# Target sequence (Q9HC16 whole entry, looked up): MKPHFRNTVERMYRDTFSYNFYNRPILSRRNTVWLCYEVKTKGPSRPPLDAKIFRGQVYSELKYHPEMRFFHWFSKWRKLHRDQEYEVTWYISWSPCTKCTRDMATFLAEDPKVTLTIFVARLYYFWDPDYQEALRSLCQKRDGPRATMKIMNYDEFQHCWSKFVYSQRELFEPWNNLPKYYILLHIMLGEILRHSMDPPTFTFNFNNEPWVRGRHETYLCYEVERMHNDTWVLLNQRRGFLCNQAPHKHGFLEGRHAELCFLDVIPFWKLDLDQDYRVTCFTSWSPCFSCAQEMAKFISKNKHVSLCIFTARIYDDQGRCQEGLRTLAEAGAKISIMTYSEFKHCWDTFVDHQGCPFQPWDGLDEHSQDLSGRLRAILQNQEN
# APOBEC3A inh – human APOBEC3A DNA deaminase inhibition; P31941; recombinant A3A, FAM/TAMRA ssDNA deamination fluorescence; inhibition, % at 20 µM; 0.41% of 330,000 active;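 active means at least 40% inhibition at 20 µM here, with at most 30% in a related deaminase screen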;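 further: plate controls were A3A with DMSO for no effect and wells lacking A3A enzyme for full effect; some results filed as inactive read as strong as hits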
# Target sequence (P31941 whole entry, looked up): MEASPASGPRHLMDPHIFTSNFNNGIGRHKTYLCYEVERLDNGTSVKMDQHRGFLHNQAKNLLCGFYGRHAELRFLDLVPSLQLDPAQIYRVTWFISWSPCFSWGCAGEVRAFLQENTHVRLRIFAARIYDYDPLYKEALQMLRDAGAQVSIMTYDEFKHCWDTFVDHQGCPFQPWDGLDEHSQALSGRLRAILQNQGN
# mIAP inh – blocks mouse intestinal alkaline phosphatase | purified mouse IAP, CDP-Star luminescence, 30 min | inhibition, % at 10 µM | 0.2% of 330,000 active | AID 2806;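 active means inhibition of at least 40% at 10 µM in the primary screen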;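 further: plate controls were DMSO with enzyme for no effect and no enzyme wells for full effect; values of inactives mirror those of a sister screen read the other way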
# GRIN3A LBD mod – modulates the human NR3A ligand-binding domain | NR3A LBD differential scanning fluorimetry, Tm shift; 0% = protein alone, 100% = glycine-bound protein | AID 1259313 | Tm shift relative to glycine control, % at 25 µM | 2.5% of 340,000 active;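 active means melting temperature shift of at least 10% of the positive control shift, at one fixed dose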
# mIAP activ – increases mouse intestinal alkaline phosphatase activity | activation factor at 10 µM | 0.24% of 330,000 active | muIAP, CDP-Star luminescence, 30 min; hits give high values; 1 = vehicle-only enzyme signal, 0 = enzyme-free wells;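 active means activation factor of at least 2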; further: the source names both 10 and 20 µM as test concentration; values of inactives mirror those of a sister screen read the other way
#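 also added = chemiluminescent substrate CDP-Star | test system = mouse IAP enzyme | signal = chemiluminescence readout | compound = DMSO-dissolved test compounds | incubation = 30 min at room temperature | benchmarks = DMSO wells, no-enzyme wells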
# hIAP block – human IAP inhibition; purified IAP, CDP-Star luminescence, 30 min; 0.12% of 330,000 active; AID 2544; P09923; inhibition, % at 10 µM;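 active means inhibition reaching a set limit with compound at 10 µM in the primary screen, cut at about 35% in these data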;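 further: plate controls were DMSO wells with enzyme for no effect and no-enzyme buffer wells for full effect; values of inactives mirror those of a sister screen read the other way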
# Target sequence (P09923 whole entry, looked up): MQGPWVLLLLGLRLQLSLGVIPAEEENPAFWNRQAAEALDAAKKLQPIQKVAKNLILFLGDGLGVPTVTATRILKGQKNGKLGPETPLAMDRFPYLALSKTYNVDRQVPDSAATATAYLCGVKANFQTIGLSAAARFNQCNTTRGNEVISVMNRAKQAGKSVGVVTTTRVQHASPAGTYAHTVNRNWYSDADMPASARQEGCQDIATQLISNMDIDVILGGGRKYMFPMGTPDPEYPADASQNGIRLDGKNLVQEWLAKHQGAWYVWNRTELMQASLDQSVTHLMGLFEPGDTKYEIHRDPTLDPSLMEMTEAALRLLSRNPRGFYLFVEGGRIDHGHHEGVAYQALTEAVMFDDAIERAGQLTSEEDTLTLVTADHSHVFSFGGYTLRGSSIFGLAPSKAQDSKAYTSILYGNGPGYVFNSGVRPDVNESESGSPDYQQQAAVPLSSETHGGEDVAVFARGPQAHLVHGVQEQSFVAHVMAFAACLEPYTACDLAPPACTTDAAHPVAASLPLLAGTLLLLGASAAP
# hIAP act – increases human intestinal alkaline phosphatase activity; 0.16% of 330,000 active; activation factor at 10 µM; purified human IAP, CDP-Star luminescence, 30 min; hits give high values; 1 = vehicle-only enzyme, 0 = enzyme-free background; AID 2524;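 active means activation factor of the enzyme at least 2-fold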; further: the source names both 10 and 20 µM as test concentration; values of inactives mirror those of a sister screen read the other way
# MPTP block – permeability transition pore inhibition; inhibition, % at 10 µM; isolated mouse mitochondria, Ca2+ swelling absorbance, 30 min; 1.4% of 360,000 active; AID 602449;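 active means inhibition of 50% or more, scaled per plate between neutral and stimulator controls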;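 further: 0% = DMSO wells given calcium and 100% = 1 mM EGTA wells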
# Starred values were filed as active, the others as inactive.
1. CON(C)C(=O)/C=C/CCCCNC(=O)OC(C)(C)C
2. NNC(=O)c1n[nH]c2c1CC(C1CCCCC1)CC2 (stereo not given)
3. COc1ccccc1Oc1c(C)oc2c(CN(C)C)c(O)ccc2c1=O
4. COCc1cc(=O)[nH]c(/N=C(\N)Nc2ccc(C)cc2)n1
5. CCOc1cc(/C=C2/SC(=Nc3ccccc3)N(Cc3cccnc3)C2=O)ccc1OCC#N
6. COCCn1c(SCC(=O)NC2CCCC2)nnc1-c1ccncc1

entry no.,1,2,3,4,5,6
APOBEC3A inh,0,-3,-1,0,0,-2
hIAP block,-25,-58,-7,0,16,-2
mIAP activ,1.1,1,0.89,0.97,0.89,1
beta cell repl,2,-8,0,-2,-1,0
hIAP act,1.2,1.6,1.1,1,0.84,1
A3G deaminase,-2,14,-1,-6,-4,-5
mIAP inh,-13,0,11,3,11,-3
MPTP block,0.7,1.2,-0.2,0.1,-0.1,-0.2
GRIN3A LBD mod,2,-3,0,2,-10,-1

7. CC(C)CC(C(=O)O)N1C(=O)C2C3c4ccccc4C(c4ccccc43)[C@@H]2C1=O (stereo not given in full)
8. COc1cccc(OC)c1CN1CCCC(C(=O)c2ccccc2SC)C1 (stereo not given)
9. Cc1cc(C(=O)CCl)c(C)n1CCc1ccc(F)cc1
10. O=C1NC(=O)/C(=C\c2ccc(O)cc2O)S1
11. COc1ccc(/C=C/c2cc(=O)c3cc(Cl)ccc3o2)cc1
12. COc1ccc(Cl)cc1NC(=O)CCCC(=O)c1ccccc1

entry no.,7,8,9,10,11,12
APOBEC3A inh,-3,-3,-6,13,-2,-2
hIAP block,3,0,-3,84*,17,11
mIAP activ,1,1,1,0.29,0.92,0.92
beta cell repl,-2,-5,-6,-3,0,-2
hIAP act,0.97,1,1,0.15,0.83,0.89
A3G deaminase,-7,-4,-18,11,-5,-6
mIAP inh,0,-2,-2,71*,8,8
MPTP block,0.1,1.0,0.0,1.7,5.3,0.3
GRIN3A LBD mod,-1,-2,-1,-11,-29,3

13. COc1cc(C(=O)NCc2nnc(SCC(=O)NC3CCCC3)o2)cc(OC)c1OC
14. CCn1c(COc2cccc(C)c2)nnc1SCC(=O)Nc1cccc(C(=O)O)c1
15. NC(=O)CC(NC(=O)c1ccccc1)c1ccc(N2CCN(c3ccc(F)cc3)CC2)c([N+](=O)[O-])c1 (stereo not given)
16. O=C(Oc1ccccc1)c1ccc2nccnc2c1
17. O=C1/C(=C/N(C(=O)c2ccco2)c2ccc(Br)cc2)Sc2ccccc21
18. Cc1ccc2c(c1)C(=O)C(=O)N2Cc1ccc(C(F)(F)F)cc1

entry no.,13,14,15,16,17,18
APOBEC3A inh,-12,27,1,0,-4,-3
hIAP block,-33,-6,3,-4,5,-4
mIAP activ,0.95,1.1,1.1,0.99,0.94,0.88
beta cell repl,-3,0,-8,-2,-2,-6
hIAP act,1.3,1.1,0.97,1,0.95,1
A3G deaminase,-10,3,7,0,-7,-8
mIAP inh,5,-8,-6,1,6,12
MPTP block,-0.1,-0.2,-0.1,-3.3,5.3,-1.8
GRIN3A LBD mod,-2,0,-10,1,3,-1

19. CCc1ccc(/C=C/C(=O)c2c(C)cc(C)[nH]c2=O)cc1
20. Cc1cc(OCC(C)C)ccc1/C(O)=C1/C(=O)C(=O)N(Cc2cccnc2)C1c1ccncc1 (stereo not given)
21. COC(=O)C1=CN(Cc2ccc(F)cc2)C=C(C(=O)OC)C1c1ccc(O)c(OC)c1
22. Cc1ccccc1-n1nc(C(=O)O)cc1-c1ccccc1
23. COc1ccc(NC(=O)c2oc3ccccc3c2NC(=O)C(C)(C)C)cc1
24. COc1ccnc(N=CNOCc2ccc(Cl)cc2)c1C#N

entry no.,19,20,21,22,23,24
APOBEC3A inh,3,1,-6,-3,0,-2
hIAP block,3,-6,-4,-12,11,3
mIAP activ,1,0.94,1,1.1,0.91,1
beta cell repl,-1,-1,2,0,-1,2
hIAP act,0.97,1.1,1,1.1,0.89,0.97
A3G deaminase,1,0,-5,-7,-4,-1
mIAP inh,-4,6,0,-8,9,-3
MPTP block,-0.4,0.2,1.3,2.2,3.6,2.5
GRIN3A LBD mod,10,-1,0,-2,3,0

25. COc1ccc(C(=O)N/N=C/c2ccc(OC)c(COc3ccc(F)cc3F)c2)cc1
26. CC(COC(=O)c1ccccc1)(COC(=O)c1ccccc1)/[N+]([O-])=C/c1ccccc1
27. O=C(CCC(=O)c1cccs1)OCc1nnc(-c2ccccc2)o1
28. Cc1ccc(CNS(=O)(=O)c2cccc3nsnc23)cc1
29. Cc1cc(=O)oc2cc(OCC(=O)Nc3ccc(CN4CCOCC4)cc3)c(Cl)cc12
30. O=C(Nc1nc2nccc(-c3ccccc3)n2n1)C(Cl)(Cl)Cl

entry no.,25,26,27,28,29,30
APOBEC3A inh,2,1,-1,-1,-7,6
hIAP block,-8,8,5,5,0,-1
mIAP activ,1,0.89,1.1,0.97,0.92,0.93
beta cell repl,-3,0,0,2,-1,-2
hIAP act,1.1,0.93,0.95,0.95,1,1
A3G deaminase,-4,-5,-2,-4,-6,0
mIAP inh,-4,11,-5,3,8,7
MPTP block,0.1,0.2,0.8,-0.9,-0.4,1.3
GRIN3A LBD mod,15*,2,0,-2,-1,-3

31. Cc1ccsc1C(=O)N1CCN(C(=O)c2ccco2)CC1
32. COCC1CCCCN1C(=O)c1cc(COc2ccc3ncccc3c2)on1 (stereo not given)
33. Cc1ccc(C(=O)N/N=C2/NC(=O)CC(C(=O)Nc3ccccc3)S2)cc1 (stereo not given)
34. COc1cc(-c2nnn(CC#N)n2)ccc1OCc1ccccc1
35. O=c1ccc(Cl)n[nH]1
36. CC(C)c1ccc(N(CC(=O)Nc2ccc(S(=O)(=O)N3CCOCC3)cc2)S(C)(=O)=O)cc1

entry no.,31,32,33,34,35,36
APOBEC3A inh,-5,-3,-3,2,-3,-1
hIAP block,-2,-18,-69,16,3,1
mIAP activ,0.96,1,0.95,0.93,1,1.1
beta cell repl,1,-7,-1,-1,-4,-1
hIAP act,1,1.2,1.7,0.84,0.97,0.99
A3G deaminase,-6,-7,-6,1,-9,-2
mIAP inh,4,-2,5,7,-1,-11
MPTP block,1.1,100*,-1.2,1.5,0.0,2.6
GRIN3A LBD mod,2,-3,-1,1,1,-7

# Nine structures already listed, sorted by length of the SMILES, ascending.
35. O=c1ccc(Cl)n[nH]1
31. Cc1ccsc1C(=O)N1CCN(C(=O)c2ccco2)CC1
34. COc1cc(-c2nnn(CC#N)n2)ccc1OCc1ccccc1
27. O=C(CCC(=O)c1cccs1)OCc1nnc(-c2ccccc2)o1
30. O=C(Nc1nc2nccc(-c3ccccc3)n2n1)C(Cl)(Cl)Cl
33. Cc1ccc(C(=O)N/N=C2/NC(=O)CC(C(=O)Nc3ccccc3)S2)cc1 (stereo not given)
25. COc1ccc(C(=O)N/N=C/c2ccc(OC)c(COc3ccc(F)cc3F)c2)cc1
29. Cc1cc(=O)oc2cc(OCC(=O)Nc3ccc(CN4CCOCC4)cc3)c(Cl)cc12

entry no.,35,31,34,27,30,33,25,29
APOBEC3A inh,-3,-5,2,-1,6,-3,2,-7
hIAP block,3,-2,16,5,-1,-69,-8,0
mIAP activ,1,0.96,0.93,1.1,0.93,0.95,1,0.92
beta cell repl,-4,1,-1,0,-2,-1,-3,-1
hIAP act,0.97,1,0.84,0.95,1,1.7,1.1,1
A3G deaminase,-9,-6,1,-2,0,-6,-4,-6
mIAP inh,-1,4,7,-5,7,5,-4,8
MPTP block,0.0,1.1,1.5,0.8,1.3,-1.2,0.1,-0.4
GRIN3A LBD mod,1,2,1,0,-3,-1,15*,-1

26. CC(COC(=O)c1ccccc1)(COC(=O)c1ccccc1)/[N+]([O-])=C/c1ccccc1

entry no.,26
APOBEC3A inh,1
hIAP block,8
mIAP activ,0.89
beta cell repl,0
hIAP act,0.93
A3G deaminase,-5
mIAP inh,11
MPTP block,0.2
GRIN3A LBD mod,2

# Next section.
37. COc1ccc(-c2oc3ncnc(NCCCN(C)C)c3c2-c2ccc(OC)cc2)cc1
38. C=CCn1c(SCC(=O)NCC(c2ccccc2)N(C)C)nnc1C1CCCCC1 (stereo not given)
39. Cc1ccc(NC(=O)C2(NC(=O)c3cccc(N4C(=O)CSC4c4ccccc4)c3)CCCCC2)cc1 (stereo not given)
40. COc1ccccc1NS(=O)(=O)c1ccc(-c2cc(C)no2)s1
41. CC(=O)Nc1ccc(NC(=O)C2CCCCC2C(=O)O)cc1 (stereo not given)
42. C=CCNC(=S)N1CCC(C(=O)c2ccc(F)cc2)CC1

entry no.,37,38,39,40,41,42
APOBEC3A inh,3,0,1,-1,-3,-9
hIAP block,6,14,1,-7,3,-10
mIAP activ,1,0.91,1.4,1,0.99,0.91
beta cell repl,-4,0,-4,-3,-4,-1
hIAP act,0.94,0.86,0.99,1.1,0.97,1.1
A3G deaminase,-4,-1,-2,-2,-9,-1
mIAP inh,-1,9,-43,-2,1,9
MPTP block,-1.7,-0.3,5.7,-0.1,25,-0.2
GRIN3A LBD mod,-1,-2,-6,-1,-7,-1

43. Cc1ccc2nc(NS(=O)(=O)c3cn(C)nc3C)sc2c1
44. CC(C)(C)OC(=O)N1CCC(NC(=O)c2nc[nH]c2C(=O)NC2CCN(C(=O)OC(C)(C)C)CC2)CC1
45. COc1ccccc1C(=O)NCC(=O)N/N=C/c1ccncc1
46. Cc1cccc(OCC(=O)Nc2cc(NC(=O)COc3cccc(C)c3)cc(C(=O)O)c2)c1
47. C=CCCCCCCCC(=O)OC
48. CCO/N=C/C(=O)Nc1ccc(F)cc1F

entry no.,43,44,45,46,47,48
APOBEC3A inh,2,-2,1,-3,-3,-3
hIAP block,-4,-34,-2,-16,6,8
mIAP activ,1,1,1.1,1,0.86,0.98
beta cell repl,2,2,1,-3,-1,-3
hIAP act,1,1.3,1,1.2,0.94,0.92
A3G deaminase,-8,19,-3,3,-9,-6
mIAP inh,-1,-1,-9,-3,14,2
MPTP block,-0.3,0.0,-0.5,1.4,0.0,-0.3
GRIN3A LBD mod,-2,1,-3,-1,0,0

49. COc1ccc(/C=C/C(=O)OCC(=O)Nc2cc(S(=O)(=O)N(C)C)ccc2Cl)cc1
50. CCN(CC)S(=O)(=O)c1cc(C(=O)N2CCc3ccccc32)ccc1Cl
51. Cn1ccnc1SCC(=O)Nc1ccc([N+](=O)[O-])cn1
52. COc1ccc(/C=C/C(=O)OCC(=O)Nc2cc(C(F)(F)F)ccc2Cl)cc1
53. NC(=O)[C@@H]1CCCCNc2c(F)cc([N+](=O)[O-])cc2C(=O)N[C@@H](CC(=O)O)C(=O)N[C@@H](CCC(=O)O)C(=O)N1
54. COc1ccccc1NC(=S)N(Cc1ccccc1)Cc1cccs1
55. Cc1ccc(NC(=O)CN(C)CC(=O)N(C)Cc2ccccc2)cc1
56. O=C(Nc1cccc(-c2csc(Nc3ccc(Cl)cc3)n2)c1)c1cccc(C(F)(F)F)c1
57. COc1cccc(C2Nc3cccc4cccc(c34)N2)c1

entry no.,49,50,51,52,53,54,55,56,57
APOBEC3A inh,4,3,-3,-2,2,-6,-5,-1,7
hIAP block,2,-1,-4,-5,-5,-6,8,-11,9
mIAP activ,0.98,0.98,1,0.92,1,1.1,1,1.1,0.79
beta cell repl,0,-2,-2,-1,-6,-3,-3,-8,-6
hIAP act,0.98,1,1,1.1,1,1.1,0.92,1.1,0.91
A3G deaminase,9,0,-10,-4,2,-5,-8,19,8
mIAP inh,2,2,-1,8,-4,-13,0,-7,22
MPTP block,0.3,5.8,1.3,3.1,1.0,0.5,1.5,6.6,0.9
GRIN3A LBD mod,-3,-1,-1,2,-3,-2,-1,26*,-2
